Salmonella PhoP GFP: PhoP regulon inhibitors, Salmonella typhi PhoP promoter GFP reporter, confirmatory (AID 1850). Salmonella Typhi PhoP-promoter GFP reporter, fluorescence, 4 h; higher % means a stronger effect. actives 0.33% (n = 310,000). one-dose inhibition, % at 50 µM; IC50 in µM for titrated hits; in the data active = a potency from the dose series; inconclusive = inhibition mostly from about 25% at the one dose, without a potency; inactive = the rest, 99 in 100 with inhibition below about 19%;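 note: 0% = induced wells with vehicle and 100% = uninduced wells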
M. tuberculosis HTS: M. tuberculosis growth inhibition, HTS (AID 449762). M. tuberculosis H37Rv growth inhibition, 7H9 media; higher % means a stronger effect. inhibition, % at 25 µM, or IC50 in µM where a hit was titrated. actives 0.59% (n = 330,000); in the data active = a potency from the dose series; inconclusive = inhibition above about 70% without an active follow-up result;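 note: bacterial growth assessed after seven days of incubation; strong numbers were not always called active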
VEEV TC-83 Vero: inhibitors of VEEV TC-83 cytopathic effect, confirmation, Vero cells (AID 588727) | Vero cells, VEEV TC-83 cytopathic effect inhibition; higher % means a stronger effect | inhibition, % at 20 µM; hits with a dose series show IC50 in µM | actives 0.13% (n = 350,000); in the data active = a potency from the dose series; inconclusive = inhibition mostly from about 14% at the one dose, without a potency; inactive = the rest, 99 in 100 with inhibition below about 12%; note: strong numbers were not always called active
influenza NS1A: H1N1 influenza NS1A inhibitors, functional cell based assay (AID 504329); NS1A functional cell-based assay, percent inhibition; higher % means a stronger effect; actives 0.3% (n = 340,000); inhibition, % at 12.5 µM; hits with a dose series show IC50 in µM; in the data active = a potency from the dose series; inconclusive = inhibition above about 27% without an active follow-up result; note: strong numbers were not always called active
tuberculosis growth: growth inhibition of non-replicating M. tuberculosis (AID 488890); Mycobacterium tuberculosis non-replicating, growth inhibition; higher % means a stronger effect; one-dose inhibition, % at 25 µM; IC50 in µM for titrated hits; actives 0.39% (n = 320,000); in the data active = a potency from the dose series; inconclusive = inhibition mostly from about 82% at the one dose, without a potency; inactive = the rest, 99 in 100 with inhibition below about 76%;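 note: plate controls were DMSO cells for no effect and high antibiotic wells for full effect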
VEEV TC-83 Vero 10K pilot screen: recorded beside VEEV TC-83 Vero, whose call it bears; inhibition, %; measured here: 10K pilot screen inhibition
The depositor's hits bear a star; i = inactive; ? = inconclusive; / = no result given.

SMILES | Salmonella PhoP GFP | M. tuberculosis HTS | VEEV TC-83 Vero | influenza NS1A | tuberculosis growth | others
COC(=O)C1CCN(C(=O)c2sc3nc(-c4ccc(F)cc4)cn3c2C)CC1 | -10% | -13% | 2.2% | -2% | 7%
N#CC1(c2ccc(NC(=O)c3ccccc3)cc2)CCCC1 | -4% | -12% | 1.8% | 0% | -13%
O=C(CN1CCSC1=O)N1CCN(S(=O)(=O)c2ccc(Cl)cc2)CC1 | / | -6% | 1.9% | -8% | -2%
CCN1CCN(CCCN(Cc2ccco2)C(=S)Nc2cc(Cl)ccc2C)CC1 | -9% | 15% | 1.9% | 3% | 2%
CN1CCC(Oc2ccc(Sc3ccccc3)cc2)CC1 | -6% | 6% | 1.3% | 0% | 31%
O=C1C2C3c4ccccc4C(c4ccccc43)C2c2nc3ccccc3n21 (stereo not drawn) | -13% | -4% | 1.8% | -1% | -11%
Cc1cc(C)cc(N(C(=O)c2snc(C(N)=O)c2N)C(C(=O)NCC2CCCO2)c2ccc(C)o2)c1 (stereo not drawn) | 3% | -1% | 1.9% | 6% | 12%
CCOc1ccc(N2CC(C(=O)Nc3ccc4c(c3)OCO4)CC2=O)cc1 (stereo not drawn) | 2% | -4% | 0.7% | -5% | 3%
Brc1ccc2ncnc(Nc3ccc(N4CCOCC4)cc3)c2c1 | 5% | 55% | 2.7% | 18% | ?
COc1cc(C(c2c(O)nc(SC)[nH]c2=O)c2c(O)nc(SC)[nH]c2=O)cc(OC)c1OC | -1% | 7% | 1.6% | -9% | -1%
CCN(CC)S(=O)(=O)c1cccc(C(=O)N[C@H](C(=O)OCC(=O)Nc2ccccc2)C(C)C)c1 | 5% | 3% | 2.3% | 18% | 31%
COc1cc(C=O)ccc1OCc1ccncc1 | 5% | 7% | 1.3% | 3% | -2%
CCCn1c(SCc2ccccn2)nc2c1c(=O)n(C)c(=O)n2C | -8% | -5% | 0.8% | -10% | 6%
CCOC(=O)c1cccc(C2=CC(=O)CC(C)(C)C2)c1 | / | -5% | 0.1% | -2% | 35%
CCOC(=O)C1(C)NC(c2ccccc2F)C2C(=O)N(CC)C(=O)C21 (stereo not drawn) | 1% | -2% | i | 10% | -1%
N#Cc1ccc(OCCN2C(=O)NC3(CCSC3)C2=O)cc1 (stereo not drawn) | 5% | -8% | 4.0% | -1% | -6%
O=C1C(C=NCc2ccncc2)=C(O)c2ccccc21 | -7% | -2% | i | -11% | 6%
COc1ccc(OC)c(CN2CCN(C(=O)CNC(=O)c3ccc(C(C)(C)C)cc3)CC2)c1 | / | 47µM* | 3.4% | -10% | 31%
CCOC(=O)c1cc(C(=O)c2ccccc2O)cn2c(=O)c3c(C)c(C)sc3nc12 | 1% | 4% | / | / | 8%
O=C(O)C1Cc2ccccc2CN1C(=O)c1ccccc1Cl (stereo not drawn) | 0% | -15% | 2.2% | -6% | -1%
CCC1Oc2ccc(C)cc2N(CC(=O)NCC2CCCO2)C1=O (stereo not drawn) | 2% | -1% | 0.0% | 5% | -14%
COc1cc(-c2noc(-c3ccco3)n2)cc(OC)c1OC | -10% | 3% | 6.3% | -8% | 18%
Cc1ccc(S(=O)(=O)N2CCOCC2)cc1NC(=O)COC(=O)c1cncc(Br)c1 | / | 2% | 3.4% | 5% | 15%
CCC(C)(C)n1nnnc1C(c1ccc2ncccc2c1)N1CCCC(C)C1 (stereo not drawn) | -1% | 0% | i | 3% | 25%
COC(=O)c1ccc(CSc2nc3ccccc3c(=O)n2-c2ccc(OC)c(OC)c2)o1 | 27% | -2% | 0.5% | 0% | 23%

Overlap with the part before: two entries, then new ones.
SMILES | Salmonella PhoP GFP | M. tuberculosis HTS | VEEV TC-83 Vero | influenza NS1A | tuberculosis growth | others
CCC(C)(C)n1nnnc1C(c1ccc2ncccc2c1)N1CCCC(C)C1 (stereo not drawn) | -1% | 0% | i | 3% | 25%
COC(=O)c1ccc(CSc2nc3ccccc3c(=O)n2-c2ccc(OC)c(OC)c2)o1 | 27% | -2% | 0.5% | 0% | 23%
CC(C)NC(=O)CC(=O)N/N=C/c1ccccc1F | -4% | 6% | 0.4% | 7% | 11%
COCCNS(=O)(=O)c1ccc2c(c1)Cc1cc(S(=O)(=O)NCCOC)ccc1-2 | 4% | 3% | 0.9% | -1% | 2%
O=C(CNC(=O)c1ccc(N2CCCC2=O)cc1)Nc1ccc(F)c(F)c1F | / | 3% | 0.1% | -1% | -4%
COc1ccc(-c2oc3cc(O)c(OC)c(O)c3c(=O)c2OC)cc1 | -4% | -5% | 3.9% | -9% | 17%
CC1CCN(S(=O)(=O)c2ccc3ccccc3c2)CC1 | -5% | 0% | 4.9% | 0% | 24%
S=c1[nH]nc(-c2ccc3ccccc3n2)n1-c1ccccc1Cl | -7% | 1% | 0.6% | 5% | 5%
c1cc2c(cc1C1CCCN1)OCCCO2 (stereo not drawn) | -6% | -9% | 1.2% | -1% | -3%
COc1ccc(NC(=O)c2cccc3c2C(=O)N(CC2CCCO2)C3)cc1OC (stereo not drawn) | -4% | -2% | 10% | 4% | -2% | VEEV TC-83 Vero 10K pilot screen=6.7
C[C@H](CO)N1C[C@H](C)[C@@H](CN(C)Cc2ccc3c(c2)OCO3)Oc2c(NS(=O)(=O)c3cn(C)cn3)cccc2C1=O | / | 0% | 0.1% | -5% | 2%
CCNC(=S)NNC(=O)c1cc(Br)cs1 | -4% | -12% | 4.4% | -2% | 0%
CCCS(=O)(=O)N1CCC(C(=O)Oc2ccc(OC)cc2)CC1 | 8% | 4% | 3.8% | -5% | 71%
O=S(=O)(NC1CCCCCCC1)OCC(Cl)(Cl)Cl | 12% | 10% | 1.2% | 6% | 17%
COc1ccc(N(CC(=O)NC2CCCCCC2)S(=O)(=O)c2c(C)nn(C)c2C)cc1 | 3% | 0% | 1.6% | 4% | 18%
COc1ccc(N/C(=N/c2nc(C)cc(C)n2)NC(=O)Nc2ccc(Cl)c(Cl)c2)c(OC)c1 | 2% | 19% | 1.1% | -7% | -8%
O=C(COc1ccc2c3c(c(=O)oc2c1)CCCC3)NCCCn1ccnc1 | 8% | 0% | i | 1% | 12%
COc1ccc(C(=O)OCC(=O)Nc2ccc(OC)c(S(=O)(=O)N3CCCCC3)c2)cc1[N+](=O)[O-] | / | / | 2.9% | 10% | /
COC(=O)c1ccc(NC(=S)NC(=O)c2c(-c3ccccc3)noc2C)cc1 | -3% | 8% | 0.1% | 1% | 74%
O=C(CS(=O)(=O)c1ccccc1)N1CCN(c2ccccc2)CC1 | 3% | 2% | i | -8% | -3%
Cc1cc(C)c(NC(=O)Cn2c([N+](=O)[O-])cnc2C)c(C)c1 | 12% | -1% | i | -6% | -5%
C#CCN[C@H](C)Cc1ccccc1 | -15% | -8% | i | -11% | -3%
Oc1ccc(Cn2ccnc2)c2cccnc12 | 12% | ? | 2.1% | ? | 50%
CC(=O)OCC12COC3c4ccccc4OC(C)(CC1C)C3C2C (stereo not drawn) | 3% | 2% | 1.2% | -3% | -2%
O=C(CSC1=NS(=O)(=O)c2cc(Cl)ccc2N1)Nc1ccccc1F | 0% | 14% | 6.8% | -4% | 24%
Cc1c(C)[n+](=O)c(-c2cccs2)c(C)n1[O-] | 2% | -6% | 1.2% | -1% | 0% | VEEV TC-83 Vero 10K pilot screen=1.1
COc1cc2c(cc1OC)C(c1cc(OC)c(OC)cc1[N+](=O)[O-])N(C(C)=O)CC2 (stereo not drawn) | 12% | -4% | 0.3% | -1% | -2%

Six compounds picked at random from those above, as already listed:
SMILES | Salmonella PhoP GFP | M. tuberculosis HTS | VEEV TC-83 Vero | influenza NS1A | tuberculosis growth | others
Oc1ccc(Cn2ccnc2)c2cccnc12 | 12% | ? | 2.1% | ? | 50%
COc1ccc(C(=O)OCC(=O)Nc2ccc(OC)c(S(=O)(=O)N3CCCCC3)c2)cc1[N+](=O)[O-] | / | / | 2.9% | 10% | /
COC(=O)c1ccc(NC(=S)NC(=O)c2c(-c3ccccc3)noc2C)cc1 | -3% | 8% | 0.1% | 1% | 74%
COc1cc2c(cc1OC)C(c1cc(OC)c(OC)cc1[N+](=O)[O-])N(C(C)=O)CC2 (stereo not drawn) | 12% | -4% | 0.3% | -1% | -2%
CCNC(=S)NNC(=O)c1cc(Br)cs1 | -4% | -12% | 4.4% | -2% | 0%
S=c1[nH]nc(-c2ccc3ccccc3n2)n1-c1ccccc1Cl | -7% | 1% | 0.6% | 5% | 5%

(listing goes on)
SMILES | Salmonella PhoP GFP | M. tuberculosis HTS | VEEV TC-83 Vero | influenza NS1A | tuberculosis growth | others
CCOc1cc(/C=C/c2ccc3cccc([N+](=O)[O-])c3n2)cc(Cl)c1O | -13% | 3% | 12% | -2% | 6%
Cc1ccc(OCC(=O)NNC(=O)c2ccc3c(=O)n4c(nc3c2)CCC4)cc1 | -4% | ? | 1.8% | -2% | 16%
CC(C)CNC(=O)c1cc(-c2ccc3c(c2)OCO3)on1 | 14% | -1% | 1.4% | -3% | 11%
COc1ccc(C(CC(=O)NC(C)c2ccc(-c3ccccc3)cc2)NC(C)=O)cc1 (stereo not drawn) | 18% | 3% | 4.1% | 10% | -1%
COc1cc2c(C#Cc3cccnc3)c(-c3ccsc3)oc(=O)c2cc1OC | / | 14% | 9.2% | -5% | 70%
Cc1ccc(CNC(=O)C2CNc3cc(C)ccc3O2)cc1 (stereo not drawn) | -2% | -4% | 0.1% | 15% | 7% | VEEV TC-83 Vero 10K pilot screen=1.7
CCOCc1cnc(C)nc1NCC(=O)c1c(C)[nH]c2ccccc12 | 8% | 5% | 0.6% | 7% | 16%
O=C(NCc1cccnc1)c1ccc(Cl)c(S(=O)(=O)N2CCCCCC2)c1 | 3% | -3% | 1.2% | 3% | -7%
CS(=O)(=O)N1CC(C(=O)O)Oc2ccc(CC(=O)O)cc21 (stereo not drawn) | 6% | -9% | 1.6% | 6% | -13%
CN1CCN(CCCNC(=O)c2cn(C3CCCCC3)c(=O)c3c2c2ccccc2n3C)CC1 | 4% | 3% | 0.7% | 9% | 0%
CN(C)C(=O)COC(=O)c1ccccc1NC(=O)c1ccco1 | 10% | -2% | 0.8% | -9% | 2%
Cc1nn(C)c(NC(=O)c2ccccc2Cl)c1Br | -16% | -4% | i | -17% | -19%
CC(C)c1ccccc1OCC(=O)Nc1cc(S(=O)(=O)N2CCOCC2)ccc1N1CCCC1 | 7% | -4% | 6.9% | 3% | 5%
COc1ccccc1NC(=O)CCC(=O)OCc1ccc([N+](=O)[O-])cc1 | 4% | 9% | 0.5% | 5% | 24% | VEEV TC-83 Vero 10K pilot screen=0.1
COc1ccccc1-c1nc2c3ccccc3nc(=S)n2[nH]1 | 6% | ? | 1.4% | 0% | ?
Cc1ccc2nc(C)cc(N/N=C/c3ccccc3O)c2c1 | 2% | -5% | 1.2% | 3% | 33%
CC(=O)Nc1c(O)[nH]c2ccccc12 | -6% | -6% | 1.0% | -4% | 1%
Cn1nc(-c2ccccc2)cc1NS(=O)(=O)c1ccccc1 | 8% | -7% | ? | -24% | 0%
O=C(N/N=C/c1coc2ccccc2c1=O)c1cn(-c2ccccc2)nc1-c1ccccc1 | 0% | 6% | 0.4% | -3% | -14%
OCCN(Cc1ccccc1)CC1CC=CCC1 (stereo not drawn) | 3% | 2% | 0.3% | -1% | -3%
O=S(=O)(c1ccc(Br)cc1)c1nc(-c2ccco2)oc1NCCCn1ccnc1 | / | / | i | 5% | /
COc1ccc([C@H]2CC(=O)C=C(/C=C/c3ccccc3)C2)cc1 | / | 7% | 0.6% | -20% | 18%
O=C(Nc1ccc(Cl)cc1)N1CCOCC1 | -1% | 2% | 1.1% | -1% | 10%
COc1ccc(C(=O)NCc2ccc3c(c2)OCO3)cc1 | 12% | 0% | 2.3% | -2% | 23%
O=C(NCCOc1ccccc1)c1cncc(Br)c1 | 0% | -11% | 0.7% | -12% | 9%
SMILES | Salmonella PhoP GFP | M. tuberculosis HTS | VEEV TC-83 Vero | influenza NS1A | tuberculosis growth | others
Clc1ccc(-c2csc(-c3cccnc3)n2)s1 | -2% | ? | 2.1% | -15% | 51%
O=S(=O)(Nc1cccc2[nH]ncc12)c1cccs1 | -1% | 7% | 0.3% | -1% | -4%
O=c1c(N2CCOCC2)nsn1Cc1ccccc1 | -5% | -11% | i | 6% | -10%
Cc1ccc(/C=C2\C(=N)N3N=C(CC(=O)N4CCCCC4)SC3=NC2=O)cc1 | 7% | 6% | 3.2% | 1% | 10%
CN(CCC#N)C(=S)Nc1ccc(Oc2ccccc2)cc1 | -1% | 12% | 0.9% | -1% | 73%
O=C1C2C3C=CC(CC3)C2C(=O)N1/N=C/c1ccco1 (stereo not drawn) | 3% | -5% | 2.6% | -7% | -8%
O=C1CC(N2CCN(c3ncccn3)CC2)C(=O)N1CCc1ccccc1 (stereo not drawn) | 10% | -6% | 0.3% | 2% | ?
